Compound activity deposited in PubChem BioAssay by National Center for Advancing Translational Sciences (NCATS).
D1 agonist: human D1 receptor agonism | P21728 | HEK293 T-REx D1 cells, calcium flux, agonist mode | activation, % at 2 µM | hit rate 1% among 360,000 | AID 504660; in the data active = activation above about 30%; also: 0% is about no effect
Target sequence (P21728 whole entry, looked up): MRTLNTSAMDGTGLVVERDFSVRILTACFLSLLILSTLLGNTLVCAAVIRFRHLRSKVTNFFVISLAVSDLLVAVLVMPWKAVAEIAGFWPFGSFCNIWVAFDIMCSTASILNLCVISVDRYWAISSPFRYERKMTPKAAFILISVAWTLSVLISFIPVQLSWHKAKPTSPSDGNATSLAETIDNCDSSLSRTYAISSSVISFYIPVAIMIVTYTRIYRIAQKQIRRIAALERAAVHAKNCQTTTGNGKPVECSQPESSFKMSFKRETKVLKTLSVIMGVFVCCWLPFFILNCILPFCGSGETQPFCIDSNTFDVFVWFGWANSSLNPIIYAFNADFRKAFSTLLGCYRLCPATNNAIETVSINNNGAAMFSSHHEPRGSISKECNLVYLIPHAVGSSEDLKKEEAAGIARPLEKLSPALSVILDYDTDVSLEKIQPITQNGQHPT
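Inducible HEK293 T-REx D1 cells, force-coupled to calcium signalling, were plated at 4000 cells/well with tetracycline and held overnight at 30 C. After no-wash calcium dye loading, compound-evoked calcium rise over 180 s flagged agonists.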
D2 ag: activates the human D2 dopamine receptor; activation, % at 2 µM; HEK293 T-REx D2 cells, calcium flux agonist mode; hit rate 0.53% among 340,000; P14416;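 active = activation over 3 SD above normal in the single-dose calcium agonist read, cut at about 30% in these data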; also: 0% is about no effect
Target sequence (P14416 whole entry, looked up): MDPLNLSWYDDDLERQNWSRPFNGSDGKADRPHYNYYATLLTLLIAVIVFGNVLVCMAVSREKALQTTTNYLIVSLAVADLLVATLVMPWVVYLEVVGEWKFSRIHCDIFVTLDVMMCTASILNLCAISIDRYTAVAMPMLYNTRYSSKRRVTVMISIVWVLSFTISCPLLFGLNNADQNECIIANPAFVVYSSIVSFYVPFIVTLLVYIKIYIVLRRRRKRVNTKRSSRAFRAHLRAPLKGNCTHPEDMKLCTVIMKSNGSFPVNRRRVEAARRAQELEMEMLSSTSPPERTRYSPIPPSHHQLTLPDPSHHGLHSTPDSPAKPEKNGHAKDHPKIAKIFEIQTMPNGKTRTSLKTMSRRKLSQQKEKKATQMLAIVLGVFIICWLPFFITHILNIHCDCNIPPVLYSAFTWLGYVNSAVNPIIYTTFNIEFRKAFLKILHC
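In this primary screen, compounds producing a positive calcium signal within 180 s of addition to tetracycline-induced, force-coupled HEK293 Trex D2 cells are flagged; cells are dye-loaded with a no-wash calcium kit beforehand.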
TRHR PAM: TRH receptor (human) allosteric enhancement | P34981 | TRHR cells, fluo-8 calcium fluorescence, EC20 TRH enhancement | enhancement, % at 2 µM | hit rate 0.66% among 360,000; in the data active = enhancement above about 30%; also: 0% is about no effect
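Enhancer read-out: after compound pinning and an initial kinetic agonist-mode read, an EC20 of TRH (10 nM final) was injected and fluo-8 calcium signal (Ex 480/Em 530) followed at 1 s/cycle for 100 cycles in TRHR-expressing cells.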
D2 antag: antagonizes the human D2 dopamine receptor | P14416 | AID 485344 | inhibition, % at 10 µM | hit rate 2% among 340,000 | HEK293 TREx D2 cells, calcium flux, dopamine EC80; in the data active = inhibition above about 30%; also: 0% is about no effect
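Calcium mobilization kinetics were recorded at 1 s intervals in tetracycline-induced HEK293 T-REx D2 cells, first for 180 s after compound addition and then 180 s after EC80 dopamine.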
D2 PAM: positively modulates the human D2 dopamine receptor allosterically; potentiation, % at 10 µM; HEK293 T-REx D2, calcium flux, EC20 dopamine potentiation; P14416; hit rate 0.34% among 340,000; AID 485347;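 active = potentiation over 3 SD above the plate norm, cut at about 30% in these data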; also: 0% is about no effect
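Tetracycline-induced HEK293 T-REx cells force-coupled to calcium signalling expressed D2; compounds were pin-added after a 10 s baseline, read kinetically 180 s, then an EC20 dopamine challenge followed with a further 180 s calcium read.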
D1 antag: blocks dopamine activation of the human D1 receptor; AID 504652; activity change, negative = inhibition, % at 10 µM; HEK293 TREx D1 cells, calcium flux, dopamine EC80; active compounds read low; hit rate 3.2% among 360,000; in the data active = activity change below about -30%; also: % is scaled to controls: 0 for no effect and ±100 for the full control effect
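Allosteric or orthosteric antagonism assessed as attenuation of the calcium response to EC80 dopamine, added 180 s after compound, in induced HEK293 Trex D1 cells loaded with no-wash calcium dye.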
RXFP1 antagonist: antagonists of human relaxin receptor RXFP1; hit rate 0.59% among 350,000; HEK293-RXFP1, relaxin-stimulated cAMP HTRF, 30 min; active compounds read low; AID 1259400; activity change, negative = inhibition, % at 57.5 µM; Q9HBX9;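 active = activity change of -60% or lower, but not beyond a set lower limit; inconclusive = change between -60% and -40%, or beyond the set limit; inactive = change above -40%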; also: % is scaled to controls: 0 for no effect and ±100 for the full control effect
RXFP1 ag: activates the human relaxin receptor RXFP1. HEK293T-RXFP1 cAMP TR-FRET, 30 min; response scale: percent of porcine relaxin response, buffer zero. Potency, µM (highest dose often 57.5 µM), inactives show top-dose activation, usual class: activators. hit rate 0.3% among 370,000. AID 2676; active = well fitted activation curve with a large enough effect; inconclusive = small, poorly fitted or top-dose-only effect; also: potency is read from the fitted curve at half-maximal effect; % is scaled to controls: 0 for no effect and ±100 for the full control effect; nearly all actives have a fitted effect of over 60% in size; many of its hits are not listed in these tables
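HEK293T cells stably expressing RXFP1 were pretreated with the PDE4 inhibitor Ro 20174, exposed to compounds for 30 min at 37C, lysed, and cAMP was read by TR-FRET. Data normalized to buffer (basal) and 29 nM porcine relaxin (100%).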
D1 potentiator: enhances dopamine response at the human D1 receptor; P21728; HEK293 TREx D1 cells, calcium flux, dopamine EC20 potentiation; potentiation, % at 10 µM; hit rate 0.036% among 360,000; AID 504651; in the data active = potentiation above about 30%; also: 0% is about no effect
Starred values were filed as active, the others as inactive; ? = inconclusive; nt = not tested or not shown. An excerpt, so the mix of outcomes need not match the whole.

SMILES	D1 agonist	D2 ag	TRHR PAM	D2 antag	D2 PAM	D1 antag	RXFP1 antagonist	RXFP1 ag	D1 potentiator
O=C(NNC(=O)c1cccs1)c1csc(N2CCOCC2)n1	2.7	1.0	-10.1	-9.3	-9.8	19.3	-7.0	-0.2%	4.0
CC(C)(C)C(=O)OCCn1c(=O)c2cc3c(=O)n(CCOC(=O)C(C)(C)C)c(=O)c3cc2c1=O	2.8	0.5	-2.4	-12.3	1.1	-7.2	-0.5	-1.2%	-4.5
c1csc(-c2ncc3ccccn23)c1	0.2	-2.2	3.2	-12.4	17.1	-5.3	-5.0	0.5%	-5.0
Cc1ccc(C(=O)Nc2ccccc2-c2ccccc2)o1	3.4	-1.3	1.9	-5.4	2.6	-4.2	-9.4	-1.2%	2.0
CCN1CCN(C(=O)c2ccc3c(c2)N(Cc2ccc(C)cc2)CCS3)CC1	-1.0	-0.1	-3.0	8.8	-12.7	6.6	0.7	3.9%	-1.4
CCOC(=O)C1C(CC)NC(=S)NC1(C)O (configuration not stated)	-2.0	0.1	10.3	-9.3	5.9	-3.8	15.2	1.1%	-0.6
COc1ccc(OC)c(S(=O)(=O)NCC(c2ccco2)N2CCc3ccccc32)c1 (configuration not stated)	0.4	-0.8	-1.5	-25.7	-2.5	-1.3	1.3	-0.2%	-1.6
O=C(OCC(=O)N1CCCC1)c1cc(Br)ccc1Cl	4.5	-0.6	-1.5	3.3	0.7	-12.5	-11.3	1.6%	-5.1
O=C(CCCn1c(=S)[nH]c2cc3c(cc2c1=O)OCO3)NCc1cccc(Cl)c1	1.1	-0.8	5.1	-1.7	-0.4	0.5	-102.8*	?	-0.2
CN(Cc1ccccc1)c1nc(-c2cccc([N+](=O)[O-])c2)nc2ccccc12	2.6	0.1	7.9	-7.1	11.8	-13.0	5.5	2.1%	-6.3
COc1ccc(C2(O)CN(c3ccc(C)cc3)C3=[N+]2CCCC3)cc1 (configuration not stated)	0.7	0.0	2.4	15.8	-18.8	6.4	11.1	0.0%	5.9
CN(C)CCCN(C(=O)C1=COCCO1)c1nc2ccc(Br)cc2s1	68.0*	2.2	3.7	-12.7	-16.4	-40.9*	?	1.7%	-3.1
Cc1cc(C(=O)COC(=O)C2CCN(C(=O)c3ccc(Cl)cc3)CC2)c(C)n1CC1CCCO1 (configuration not stated)	3.6	1.1	-5.7	-8.3	3.7	-8.6	-12.0	2.1%	-4.2
CCN(C(=O)CSc1nc(C2CC2)n(-c2ccccc2)n1)C1CCS(=O)(=O)C1 (configuration not stated)	3.1	0.9	-7.7	-25.2	-3.7	-3.1	-9.8	-0.2%	-3.4
COc1ccc(C(=O)/C=C/c2cc(C(=O)O)cc3c2OCOC3)c(O)c1	-0.7	-0.8	20.5	-13.0	5.5	-5.0	-11.6	-5.2%	2.6
COc1ccc(C(O)P(=O)(OCCC(C)C)c2ccc(N(C)C)cc2)cc1OC (configuration not stated)	2.5	nt	-0.7	nt	nt	3.6	4.7	-0.7%	-11.3
Cn1ncc([N+](=O)[O-])c1C(=O)N/N=C/c1cccc([N+](=O)[O-])c1	1.1	1.6	-1.6	6.6	-1.8	2.8	-3.8	10.5%	-0.2
O=C(NC1CCCCC1NC(=O)c1ccco1)c1ccco1 (configuration not stated)	1.2	-1.6	-8.0	-19.7	9.7	8.6	-1.1	1.8%	-2.1
COc1ccc(NC(=O)c2cccc(N3C(=O)NC4CC3(C)Oc3ccccc34)c2)cc1 (configuration not stated)	0.0	-0.6	-14.2	14.7	-7.5	12.3	3.0	-0.1%	-4.2
O=C(CN(Cc1ccccc1)C(=O)c1ccco1)NCc1ccc(F)cc1	12.0	-0.3	1.6	-17.0	2.0	7.3	-1.6	0.3%	-0.1
CC(=O)Oc1cc2c(C(=O)NCCCN3CCOCC3)c(C)oc2c2ccccc12	3.2	0.6	-2.2	-13.5	6.0	12.5	-5.2	2.1%	-0.1
CCN(CC)S(=O)(=O)c1ccc2nnn(OCC(=O)Nc3cccc(C#N)c3)c2c1	2.0	0.4	-19.7	-43.2	7.9	-11.0	14.7	1.3%	-2.8
N#Cc1ccsc1NC(=O)COc1ccc(-c2nnco2)cc1	4.7	0.0	11.1	8.2	1.2	-1.0	-6.3	1.6%	-4.8
COc1ccc2c(c1)CCc1c(C(=O)NCCc3ccc(OC)c(OC)c3)noc1-2	5.2	nt	-5.4	nt	-2.0	-25.2	-20.3	-0.1%	-7.8
COc1ccc(C(=O)OCC(=O)NC(=O)NC2CCCC2)cc1OC	0.3	0.8	13.9	11.4	-10.9	-7.1	1.5	2.2%	5.2

8 successive entries out of the list so far, for reference:
SMILES	D1 agonist	D2 ag	TRHR PAM	D2 antag	D2 PAM	D1 antag	RXFP1 antagonist	RXFP1 ag	D1 potentiator
O=C(NNC(=O)c1cccs1)c1csc(N2CCOCC2)n1	2.7	1.0	-10.1	-9.3	-9.8	19.3	-7.0	-0.2%	4.0
CC(C)(C)C(=O)OCCn1c(=O)c2cc3c(=O)n(CCOC(=O)C(C)(C)C)c(=O)c3cc2c1=O	2.8	0.5	-2.4	-12.3	1.1	-7.2	-0.5	-1.2%	-4.5
c1csc(-c2ncc3ccccn23)c1	0.2	-2.2	3.2	-12.4	17.1	-5.3	-5.0	0.5%	-5.0
Cc1ccc(C(=O)Nc2ccccc2-c2ccccc2)o1	3.4	-1.3	1.9	-5.4	2.6	-4.2	-9.4	-1.2%	2.0
CCN1CCN(C(=O)c2ccc3c(c2)N(Cc2ccc(C)cc2)CCS3)CC1	-1.0	-0.1	-3.0	8.8	-12.7	6.6	0.7	3.9%	-1.4
CCOC(=O)C1C(CC)NC(=S)NC1(C)O (configuration not stated)	-2.0	0.1	10.3	-9.3	5.9	-3.8	15.2	1.1%	-0.6
COc1ccc(OC)c(S(=O)(=O)NCC(c2ccco2)N2CCc3ccccc32)c1 (configuration not stated)	0.4	-0.8	-1.5	-25.7	-2.5	-1.3	1.3	-0.2%	-1.6
O=C(OCC(=O)N1CCCC1)c1cc(Br)ccc1Cl	4.5	-0.6	-1.5	3.3	0.7	-12.5	-11.3	1.6%	-5.1

Next part
SMILES	D1 agonist	D2 ag	TRHR PAM	D2 antag	D2 PAM	D1 antag	RXFP1 antagonist	RXFP1 ag	D1 potentiator
COc1ccccc1CN(C)CC(=O)Nc1cccc2ccccc12	-3.0	nt	4.7	nt	nt	7.2	-10.0	1.7%	8.7
O=C(COc1ccc2c3c(c(=O)oc2c1)CCC3)NCCN1CCOCC1	1.7	0.8	14.7	-4.5	8.5	-22.2	6.3	4.9%	-1.7
O=C(N/N=C/c1cn(-c2ccccc2)nc1-c1cccnc1)c1cccnc1	1.2	-0.5	-0.1	0.5	14.9	-1.0	-2.7	-1.1%	-2.6
O=C(c1ccc(-n2cncn2)c([N+](=O)[O-])c1)N1CCN(S(=O)(=O)c2cccc(F)c2)CC1	3.9	0.4	-15.3	14.2	14.2	5.1	6.3	-0.4%	5.2
Cc1c(N2C(=O)/C(=C\c3ccccc3O)SC2=S)c(=O)n(-c2ccccc2)n1C	5.7	5.8	-1.2	2.8	0.3	9.1	-19.3	-2.2%	6.9
Cc1sc2ncn(CC(=O)N3CCOCC3)c(=O)c2c1-c1ccccc1	1.7	0.9	4.6	-6.8	2.1	2.5	-13.9	2.0%	-0.8
O=C1CC(c2c(Cl)cccc2Cl)c2c(ccc3ccccc23)N1 (configuration not stated)	1.1	-0.3	-4.4	nt	2.2	13.6	nt	1.0%	2.4
CCOC(=O)CC(NC(=O)c1cc2cc(Cl)cc(Cl)c2oc1=O)c1cccc([N+](=O)[O-])c1 (configuration not stated)	1.1	-0.7	2.9	-3.2	-0.3	4.4	-5.9	6.2%	-2.6
CC(C)C(C)NC(=O)COc1ncnc2sccc12 (configuration not stated)	0.3	5.6	2.5	-5.9	-4.8	-15.3	-0.5	15.2%	-1.7
O=C(N/N=C/c1ccccc1OC(=O)c1ccc2c(c1)OCO2)c1ccccc1	7.7	-0.4	0.6	-8.0	5.7	-5.8	-5.2	-0.3%	-0.5
CN1c2ccccc2C(=O)/C(=C\Nc2ccc(F)cc2F)S1(=O)=O	7.8	-1.5	1.9	-8.1	0.9	-22.8	-11.2	7.9%	1.1
CCOc1cccc(C(=O)Nc2nnc(S(=O)(=O)N(C)c3ccc(C)cc3)s2)c1	-0.5	-1.0	7.9	nt	5.1	-1.3	-18.0	0.8%	-2.1
Cc1ncc(CSc2nc3ccccc3[nH]2)c(N)n1	5.1	0.7	6.8	13.7	nt	3.6	7.4	-0.2%	-0.6
O=C(CCCCCN1C(=O)c2cccc3cccc(c23)C1=O)N1CCOCC1	-0.2	0.9	9.4	2.9	25.9	-2.6	-1.7	4.8%	4.2
CC1=CC=CC2=N/C(=N\S(=O)(=O)c3ccc(F)cc3F)c3ccccc3CN12	2.6	2.9	-3.5	-2.3	14.1	4.8	-6.9	-0.3%	-0.6
COc1ccc(NS(=O)(=O)c2cc(NC(=O)CC3CCCC3)ccc2N2CCOCC2)cc1	3.5	-2.8	-12.3	3.1	6.2	-21.6	-8.3	1.9%	-8.8
Cc1ccc2c(ccn3cc4c(c(=O)n(C)c(=O)n4C)c23)c1	2.7	1.4	-0.4	9.4	1.4	-18.5	3.7	-0.1%	0.9
O=C(O)c1cc(N2C(=O)C3CCCCC3C2=O)ccc1NCc1cccnc1 (configuration not stated)	0.6	0.4	4.6	1.7	5.8	0.5	?	-0.5%	-2.3
Cc1ccc(S(=O)(=O)N2CCN(C(=O)CSc3ccccn3)CC2)c(C)c1	5.0	1.3	-5.9	3.4	-1.5	10.3	-5.8	1.6%	6.2
COCc1c(C(=O)Nc2ccc(Cl)cc2F)oc2ccccc12	12.9	nt	-9.0	nt	nt	-4.0	-0.9	23.6%	-2.4
CC(C(=O)Nc1ccc(C(=O)O)c(O)c1)N1C(=O)/C(=C\c2ccco2)SC1=S (configuration not stated)	1.1	0.0	-7.7	12.6	2.0	15.2	-25.0	-0.2%	-1.3
CCc1ccc(-c2cc3c(=O)n(CC(=O)NCCCN4CCC(Cc5ccccc5)CC4)nc(C)n3n2)cc1	2.9	-0.4	4.9	-10.9	-15.9	-24.1	0.0	0.2%	-2.9
O=C(c1ccccc1)c1cccc(NC(=O)c2ccc(Br)o2)c1	1.2	-0.2	-4.7	15.2	-0.9	-23.0	-29.9	-0.8%	-9.0
COc1ccc(C)cc1NC(=O)c1ccccc1N(C)S(=O)(=O)c1ccccc1	5.2	-0.5	-1.8	3.1	-1.6	23.1	-6.9	1.7%	1.9
COc1ccc(NC(=O)c2cccc3cccnc23)cc1S(N)(=O)=O	3.2	nt	12.2	nt	nt	-9.5	-20.0	-0.7%	7.2
